High-throughput results as filed in PubChem.
JNK3 blocker = blocks human JNK3 kinase activity. P53779. purified JNK3 kinase activity, HTS. inhibition, % at 8 µM. 60,000 compounds, 0.61% hits. AID 746; in the data active means inhibition above about 17%;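 further: 0% = DMSO and 100% = reference inhibitor; many of its hits are not listed in these tables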
PKA inh = blocks human protein kinase A activity; 65,000 compounds, 0.1% hits; inhibition, % at 6 µM; PKA Kemptide phosphorylation, Kinase-Glo ATP luminescence; P17612;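 active means inhibition above the screen-wide mean inhibition plus 3 SD, cut at about 21% in these data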; further: many of its hits are not listed in these tables
FXIIa mix inh = factor XIIa (human) inhibition, mixture screen; P00748; AID 684; inhibition, % at 5 µM; purified FXIIa, fluorogenic substrate, pooled mixtures; 62,000 compounds, 0.2% hits;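 further: 0% = enzyme without compound and 100% = no enzyme blank; some results filed as inactive read as strong as hits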
C1s block = blocks human complement C1s protease activity. P09871. mean inhibition % of two 10-compound mixtures (stronger effect = higher value), % at 5 µM (by protocol). 62,000 compounds, 0.16% hits. purified C1s, fluorogenic AMC substrate, pooled mixtures;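 active means inhibition above 20% in each of the two 10-compound mixture wells holding the compound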;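 further: 0% = enzyme wells lacking compound mixture and 100% = no-enzyme blank wells; some compounds called inactive have numbers as strong as hits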
FXIa mix inh = factor XIa (human) inhibition, mixture screen. 62,000 compounds, 0.19% hits. P03951. inhibition, % at 5 µM. purified FXIa, fluorogenic substrate, pooled mixtures;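 further: each value is inhibition by a whole ten-compound pool holding the compound; 0% = enzyme with no mixture and 100% = wells lacking enzyme; strong numbers were not always called active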
ROCK2 inh = inhibitors of human Rho kinase 2; purified ROCK2, Kinase-Glo ATP depletion luminescence; inhibition, % at 6 µM; 60,000 compounds, 0.35% hits;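 active means inhibition above the screen-wide mean inhibition plus 3 SD, cut at about 18% in these data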;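 further: plate controls were DMSO wells for no effect and Y-27632 control wells after no-enzyme background subtraction for full effect; many of its hits are not listed in these tables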
CatS block = blocks human cathepsin S protease activity. inhibition, %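 (tested at 5 µM per compound within 10-compound mixtures)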. 62,000 compounds, 0.06% hits. P25774. recombinant cathepsin S, AMC dipeptide fluorescence, pooled mixtures; in the data active means inhibition above about 32%, passing the limit was not always enough;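 further: 0% = enzyme without compound and 100% = blank without enzyme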
CatL inh = blocks human cathepsin L protease activity; purified cathepsin L, fluorogenic substrate, fluorescence; AID 460; inhibition, %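 (tested at 10 µM)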; P07711; 58,000 compounds, 0.17% hits; in the data active means inhibition above about 45%;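 further: 0% = enzyme with no compound and 100% = no enzyme blank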
Cathepsin G inh = cathepsin G (human) inhibition; inhibition, % at 5 µM (by protocol); P08311; purified enzyme, AMC-tetrapeptide fluorescence, pooled mixtures; 62,000 compounds, 0.2% hits;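 active means inhibition above 20% in each of the two mixture wells holding the compound; inactive means inhibition of 20% or less in either well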;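 further: 0% = enzyme control without mixture and 100% = blank lacking enzyme; strong numbers were not always called active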
Active calls of the source: *; · = not tested or not shown. Unless noted, no stated cut-off is given here; in the data, active means inhibition above about 20% (passing the limit was not always enough); inactive means the rest.

SMILES	JNK3 blocker	PKA inh	FXIIa mix inh	C1s block	FXIa mix inh	ROCK2 inh	CatS block	CatL inh	Cathepsin G inh
CC(NC(=O)COc1cccc(Br)c1)C(=O)O (centres undefined)	7	4	0	12	5	5	-4	-3	8
COc1cccc(C(=O)N(Cc2ccco2)Cc2cc3cccc(C)c3[nH]c2=O)c1	-3	7	2	-2	1	0	-3	-2	-1
Cc1cc(C)nc(SCCC(=O)N(C)C)n1	-4	-11	-1	-5	0	-2	11	-1	4
COc1ccc(CCN2CCC(Nc3nc4ccccc4n3Cc3ccc(F)cc3)CC2)cc1	0	-12	4	-10	2	-13	3	31	-8
CCn1c(SCC(=O)Nc2nonc2C)nnc1-c1ccco1	0	0	5	-16	1	2	-1	-4	8
Cc1cc(C)n(-c2nc3c(c(=O)[nH]c(=O)n3C)n2Cc2ccccc2)n1	-2	7	7	12	7	5	0	14	10
CCn1c(=O)cc(OCC(=O)N2CCCCCC2)c2ccccc21	-1	11	-16	0	4	8	-2	1	-2
CC(=O)Nc1ccc(S(=O)(=O)NCc2cn3c(C)csc3n2)cc1	4	8	-15	-1	-1	6	5	0	-1
COC(=O)c1cccc(COC(=O)c2ccccc2NC(=O)c2ccco2)c1	2	5	9	7	4	0	-1	8	7
CCOC(=O)c1ccc(NC(=O)Nc2ccc(S(N)(=O)=O)cc2)cc1	4	-2	3	5	12	-4	-9	7	7
O=C(C1=COCCO1)N1CCN(C(c2ccccc2)c2ccccc2)CC1	-4	-2	1	11	8	1	-8	-4	9
COC(=O)[C@@H](N)Cc1ccc(O)cc1	-3	-8	-1	8	1	-4	6	0	12
COc1ccc(S(=O)(=O)Cc2ccc(C(=O)N3CCN(C4CCCCC4)CC3)o2)cc1	-6	-7	-3	2	10	-5	-2	-1	-1
CN(C)S(=O)(=O)c1cccc(C(=O)N2CCc3ccccc32)c1	5	10	-10	-3	1	6	-17	-5	-3
CCOc1cc(-c2ccc3c(c2)OCO3)cc(=O)c2c(C)oc(C)c12	6	-1	2	21	6	0	0	4	13

Three records drawn at random from those above, as already listed:
SMILES	JNK3 blocker	PKA inh	FXIIa mix inh	C1s block	FXIa mix inh	ROCK2 inh	CatS block	CatL inh	Cathepsin G inh
COC(=O)[C@@H](N)Cc1ccc(O)cc1	-3	-8	-1	8	1	-4	6	0	12
CC(NC(=O)COc1cccc(Br)c1)C(=O)O (centres undefined)	7	4	0	12	5	5	-4	-3	8
COc1ccc(S(=O)(=O)Cc2ccc(C(=O)N3CCN(C4CCCCC4)CC3)o2)cc1	-6	-7	-3	2	10	-5	-2	-1	-1

Following part
SMILES	JNK3 blocker	PKA inh	FXIIa mix inh	C1s block	FXIa mix inh	ROCK2 inh	CatS block	CatL inh	Cathepsin G inh
COc1ccc(-c2cn3c(C)c(C(=O)N4CCc5ccccc5C4)sc3n2)cc1	-1	6	2	0	1	-1	16	14	6
Cc1ccc(C(=O)NCC(C)(C)O)cc1	-6	1	5	33	3	-10	19	6	0
CCc1nc(NCCCn2ccnc2)c2oc3ccccc3c2n1	1	11	14	-3	-1	4	2	3	-8
O=S(=O)(NC1CCCC1)c1cccc(S(=O)(=O)N2CCC(n3nnc4ccccc43)CC2)c1	2	4	9	-15	3	5	-6	·	-2
O=C(COc1cc(=O)n2c(n1)SCCC2)c1ccccc1	4	4	10	3	-5	3	16	6	11
CCn1c(SCC(=O)Nc2nnc(C)s2)nnc1-c1ccncc1	-6	14	-19	0	16	-2	7	0	2
COc1ccccc1Oc1ccc(S(=O)(=O)NCc2ccccn2)cc1	·	-3	4	-10	-1	·	-4	10	-9
COCC(=O)N(CCc1ccc(OC)c(OC)c1)Cc1nc2ccccc2c(=O)[nH]1	-1	-5	4	20	11	-4	0	-1	14
CCCCOc1ccc(-c2nnn(CC(=O)Nc3ncc(CC(=O)OCC)s3)n2)cc1	1	2	1	-3	7	2	16	5	1
CCOC(=O)c1oc2cc(O)cc(C)c2c(=O)c1-c1cscn1	3	4	·	·	·	13	·	0	·
CCOC(=O)c1[nH]c2ccc(OC)cc2c1NC(=O)N1CCOCC1	-7	0	5	-11	1	-5	15	-10	-8
COC(=O)c1cc(Cl)c(NS(=O)(=O)c2ccccc2)cc1OC	-4	10	8	-14	-1	6	43	·	-3
CCN(CC)CCn1nc(C)nc1-c1ccccc1O	-9	2	10	-3	4	-1	-26	9	4
CCN(CC)C(=O)CSc1nc2cc3c(cc2c(=O)n1Cc1ccc2c(c1)OCO2)OCO3	·	-3	0	-5	-3	·	17	27	3
CCOC(=O)N1CCN(c2nc(=S)n(-c3ccccc3)c(C)c2C(C)=O)CC1	0	-12	5	-3	-1	-7	8	24	10
CCOC(=O)c1ccc(CNC(=O)c2cc(C(C)(C)C)oc2C)o1	-3	6	6	-26	1	8	-5	-5	-1
COc1cccc(Cn2c(N)c(C#N)c3nc4ccccc4nc32)c1OC	-4	-1	-1	-41	-3	3	1	-10	-4
CC(C)Cc1nc(SCC(=O)NCc2ccccc2)n[nH]1	-6	-2	5	-2	5	-2	-7	·	6
Cc1c2c(nc3nc4ccccc4n13)CCCC2=O	1	-9	5	-17	-8	4	6	18	9
c1ccc2cc(OCCN3CCCC3)ccc2c1	1	-7	2	-71	-3	-1	13	17	-5
CNc1ccccc1-c1nc2ccccc2n(C)c1=O	0	4	·	·	·	6	·	4	·
CN(C)CCCn1c(NC(=O)C2CCCCC2)nc2ccccc21	-2	8	1	9	6	4	-2	0	6
CSc1nc(N)c(C#N)c(-c2ccccc2Cl)c1C#N	3	8	·	·	·	12	·	-5	·
C=CCOc1ccccc1C1C2=C(CC(C)(C)CC2=O)Nc2c1c(=O)n(C)c(=O)n2C (centres undefined)	-1	2	-13	-15	2	-5	-4	-9	-8
CCOC(=O)CNC(=O)CNC(=O)c1ccc(OC)cc1	-2	-2	·	·	·	-15	·	12	·
CCN(Cc1ccncc1)C(=O)c1cccs1	5	3	2	-10	11	4	-1	14	0
O=C1CN(C(=O)CSc2nnnn2-c2ccc(Cl)cc2)c2ccccc2N1	7	-2	4	-10	4	-4	4	6	-6
O=C(c1cccnc1)N1CCc2ccccc21	0	0	11	-106	-16	-1	-24	-3	-5
CCc1cc2c(=O)n(-c3ccccc3)cnc2s1	8	6	2	1	3	1	2	·	1
COC(=O)c1oc2ccc(Br)cc2c1NC(=O)CN1CCN(C)CC1	-5	7	6	-7	1	5	0	-1	0
Cn1c(SCc2ccc(Br)cc2)nnc1-c1ccncc1	-4	25*	3	-24	-2	17	-5	11	1
N#Cc1cccc(-n2c(-c3ccccc3)nnc2-c2ccccc2)c1C#N	-3	6	·	·	·	14	·	-6	·
COc1cc2c(C(=O)NC3CCCCCC3)cn(C)c(=O)c2cc1OC	0	10	-2	-3	4	4	-4	1	0
O=C(CSc1ccc2nnc(-c3ccccn3)n2n1)NCc1ccco1	-2	-5	4	15	10	1	1	-1	10
O=c1c2cc(N3CCOCC3)ccc2[nH]c(=S)n1CCCN1CCCCC1	·	-1	7	1	1	·	0	-32	-5
COc1cccc(OCCNC(=O)c2cccc(OC)c2)c1	5	7	8	-12	1	4	-3	8	-9
CC1=C(C(=O)OC(C)C)C(c2ccncc2)n2ncnc2N1 (centres undefined)	4	8	9	-13	5	7	2	22	7
CC1(C)N=C(c2cccc(F)c2)C(=O)N1	2	3	5	-12	6	2	-1	4	4
Cc1nn(Cc2ccccc2Cl)c(C)c1C(=O)Nc1nnc(C2CC2)s1	7	-3	4	14	4	2	0	-5	12
Cc1cc(NC(=O)c2cnn3c(C(F)(F)F)cc(-c4ccccc4)nc23)no1	2	1	5	13	3	5	-1	14	8
O=C(O)C1C2C=CC(O2)C1C(=O)NCc1ccc(Cl)cc1 (centres undefined)	-4	9	-4	14	2	8	1	5	13
COCCCn1c(=O)c2ccccc2c2ccccc2c1=O	4	0	6	-16	4	0	5	12	10
Cc1ccc2nc(-c3ccccn3)cc(C(=O)NC3CCN(C)CC3)c2c1	-5	10	-1	-1	1	7	-4	6	-3
Cc1cc(N2CCN(C)CC2)nc2ccc(NC(=O)c3ccc4c(c3)OCO4)cc12	·	2	18	-3	6	·	1	10	-2
CCCOc1ccccc1NC(=O)CC1Nc2ccccc2NC1=O (centres undefined)	2	4	-15	-15	7	3	-2	-1	-10
CCN(CC)C1=CC(=O)OC12CCCCC2	-1	-4	10	-3	4	-4	16	·	7
CCCCSC1=C(C#N)C(c2ccccc2C)CC(=O)N1 (centres undefined)	4	12	5	-32	-1	0	-9	13	2
CCNc1ccc(C(=O)OCC)cc1NC(=O)c1cc(S(=O)(=O)N2CCOCC2)ccc1C	·	1	8	-10	-2	·	1	-4	-14
Cc1ccc(C)c(N2CCN(S(=O)(=O)c3ccc4c(c3)CCC(=O)N4)CC2)c1	0	3	9	13	7	4	9	19	15
CC1(C)CC(N(Cc2ccco2)C(=O)Cc2ccccc2)CCO1 (centres undefined)	-1	3	·	·	·	-11	·	3	·
COc1c(C)cc(Br)cc1C(=O)Nc1cccc(-c2nc3ncccc3o2)c1	-2	6	3	9	13	3	2	7	9
O=C(CCS(=O)(=O)Cc1ccccc1)N1CCN(Cc2ccccc2)CC1	-3	0	-7	-3	20	2	6	18	8
COC(=O)Nc1nnc(Cc2ccccc2)s1	1	6	1	4	5	8	8	19	7
CCn1nnnc1SCC(=O)Nc1cc(OC)cc(OC)c1	-5	-3	6	-4	6	-3	18	-1	1
CCc1ccc(CCC(=O)Nc2ccc(S(N)(=O)=O)cc2)o1	-7	-1	-4	-14	-2	4	-6	2	3
CCOC(=O)C1CCCN(c2ncnc3c2cnn3-c2cccc(C)c2)C1 (centres undefined)	·	-4	9	18	6	·	1	-7	12
CS(=O)(=O)N1CCN(C2CCN(Cc3ccccc3)CC2)CC1	4	12	4	15	10	4	2	8	11
CC(C)OC(=O)CCC1(C(=O)O)CCC(=O)NC1 (centres undefined)	-2	10	1	-30	7	2	15	28	-1
COc1ccc(-n2nnnc2SC(C)C(N)=O)cc1 (centres undefined)	-3	5	6	-12	1	4	-11	-7	8
CCOC(=O)C(C)c1nc2ccccc2[nH]c1=O (centres undefined)	3	4	·	·	·	7	·	3	·

Following part
SMILES	JNK3 blocker	PKA inh	FXIIa mix inh	C1s block	FXIa mix inh	ROCK2 inh	CatS block	CatL inh	Cathepsin G inh
CN(CCCNC(=O)C1CCN(S(=O)(=O)c2cccc3nsnc23)CC1)Cc1ccccc1	6	5	11	-22	6	-1	13	15	-6
CC(C)CC(NS(=O)(=O)c1ccc2c(c1)oc(=O)n2C)C(=O)NCc1cccnc1 (centres undefined)	1	-5	3	-5	0	3	-2	-6	-5
Cc1cccc2sc(NC(=O)CCNS(=O)(=O)c3cccs3)nc12	·	5	12	0	3	·	1	-1	1
CCCCOCCCNC(=O)c1cccs1	3	6	4	-57	-9	8	-3	7	-1
Cc1cccc2cc(CN(CCN3CCOCC3)C(=O)Nc3ccccc3F)c(=O)[nH]c12	-4	4	-34	-10	6	-3	-2	-13	-11
CCOC(=O)CNC(=O)CSc1nnnn1-c1ccc(C)c(C)c1	-2	0	4	-8	-4	5	-5	7	5
Cc1ccc(OC(=O)c2ccc(C)c(C)c2)cn1	3	-5	16	-32	9	-2	15	8	-5
CN(C1CCS(=O)(=O)C1)S(=O)(=O)c1cccc2nsnc12 (centres undefined)	-2	10	6	3	12	6	1	8	16
CCOC(=O)c1cc2occc2n1CCCN1C(=O)c2ccccc2C1=O	·	10	6	-9	-2	·	-1	20	7
C=C(C)CC1N(c2cccc(OC)c2)C(=O)C2C(C(=O)O)C3C=CC21O3 (centres undefined)	-1	5	9	-1	3	4	-1	2	-4
COc1ccc(C(=O)N(Cc2nc(-c3ccc(C)cc3)no2)C(C)C)cc1OC	5	-3	-16	12	4	4	-1	-4	10
COc1ccc(CN(Cc2cccnc2)S(=O)(=O)c2ccc(-n3cnnn3)c(C)c2)cc1OC	-9	-6	2	-2	5	-6	13	15	-2
CCOc1ccc(NC(=O)Nc2ccc3nccnc3c2)cc1	-8	14	-19	13	7	8	-5	·	8
COc1ccc(C(=O)Nc2nc3ccccc3[nH]2)cc1OC	5	6	11	10	2	2	21	2	11

No enrichment for hits (roughly 1.5% active in at least one column).
